Fam108B inh: mouse Fam108B serine hydrolase inhibitors, primary screen, counter-screen for RBBP9 inhibitor project, biochemical, fluorescence polarization; recombinant Fam108B, FP-Rh probe fluorescence polarization; 300,000 tested, 0.33% active; inhibition, % at 9.51 µM; AID 1947, 2009;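 active = inhibition above the screen mean inhibition plus 3 SD, computed separately per campaign, cut at about 18% in these data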;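 note: inhibitors lower polarization as less probe binds the enzyme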
MEX-5 binding: MEX-5 zinc finger RNA-binding disruptors – biochemical, C. elegans, fluorescence polarization, MLPCN library, primary screen. Zinc finger protein mex-5 (Caenorhabditis elegans), Q9XUB2. MEX-5/FITC-TCR2 RNA binding; stronger effect = lower value. activity score (negative = inhibition of binding), % at 10 µM. 300,000 tested, 0.38% active. AID 1832, 2009;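 active = inhibition past about -25% in most replicates, and total fluorescence under double the plate's negative control median, limit read from the data; inconclusive = replicates evenly split on the limit, or fluorescence at least double controls; inactive = too little inhibition in most replicates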;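 note: 0% = DMSO and -100% = 5 µM competing unlabeled TCR2 RNA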
GLD-1 RNA inh: GLD-1/TGE RNA complex disruptors, primary screen, biochemical, fluorescence polarization; Female germline-specific tumor suppressor gld-1 (Caenorhabditis elegans), Q17339; purified GLD-1 + fluorescein TGE RNA; inhibition, % at 5.96 µM; 320,000 tested, 0.44% active;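 active = percent inhibition above a per-plate cutoff, the plate mean of test compounds plus 3 SD, cut at about 30% in these data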;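 note: 0% = DMSO wells with GLD-1 and probe and 100% = wells lacking GLD-1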
GRK2 inh: compounds blocking aptamer binding on GRK2 – biochemical, human GRK2, bead flow cytometry, HTS, primary screen; Beta-adrenergic receptor kinase 1 (Homo sapiens), P25098; FAM-aptamer displacement from GRK2; inhibition of aptamer binding, % at 10 µM; 330,000 tested, 0.59% active;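 active = inhibition of aptamer binding above 40%, roughly 3 SD of noise, on plates passing a quality check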;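 note: median bead fluorescence of bound FAM aptamer so fluorescent compounds give negative values; no value below 0 was filed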
Target sequence (P25098 whole entry, looked up): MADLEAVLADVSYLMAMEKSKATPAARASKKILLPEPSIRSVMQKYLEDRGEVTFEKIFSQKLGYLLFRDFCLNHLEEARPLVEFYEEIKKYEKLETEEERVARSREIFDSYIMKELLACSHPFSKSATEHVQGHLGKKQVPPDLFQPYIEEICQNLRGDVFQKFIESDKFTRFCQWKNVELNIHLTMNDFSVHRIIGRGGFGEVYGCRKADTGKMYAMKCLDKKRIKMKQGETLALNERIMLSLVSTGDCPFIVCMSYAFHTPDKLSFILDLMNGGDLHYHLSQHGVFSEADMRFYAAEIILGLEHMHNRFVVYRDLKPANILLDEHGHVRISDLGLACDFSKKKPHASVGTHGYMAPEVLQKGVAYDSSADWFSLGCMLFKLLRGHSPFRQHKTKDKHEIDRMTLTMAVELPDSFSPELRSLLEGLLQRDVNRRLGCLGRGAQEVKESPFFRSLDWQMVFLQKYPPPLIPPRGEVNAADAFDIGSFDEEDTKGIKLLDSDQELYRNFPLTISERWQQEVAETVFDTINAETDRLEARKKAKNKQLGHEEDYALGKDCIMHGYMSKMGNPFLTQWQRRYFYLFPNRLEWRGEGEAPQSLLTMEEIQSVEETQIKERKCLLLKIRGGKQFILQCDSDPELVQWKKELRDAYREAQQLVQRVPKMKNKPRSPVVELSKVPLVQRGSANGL
VLA-4 inh: inhibition in human VLA-4 binding assay, primary screen, VLA-4 allosteric modulator project, MLPCN library, flow cytometry, VLA-4 expressing cells. ligand binding flow cytometry. 330,000 tested, 0.2% active. AID 2557, 2010. inhibition, % (about 7 µM as worked out from the volumes in the protocol); in the data active = inhibition above about 50%
CIT2-GFP yeast: modulators of CIT2-GFP expression in yeast, primary screen, S. cerevisiae, GFP fusion, multiplex flow cytometry, MLPCN library; S. cerevisiae CIT2-GFP strain, 3 h; 100 means same as DMSO wells; 320,000 tested, 0.065% active; GFP response vs DMSO, % at 10 µM; AID 2029, 2009;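 active = GFP response relative to DMSO above a set limit, near the screen mean plus 3 SD, cut at about 150% in these data; inconclusive = Fewer than 70 cells measured for a yeast strain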;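 note: ratio of well median GFP fluorescence to mean of DMSO wells on the plate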
AGP1-GFP MLPCN: modulators of AGP1-GFP expression in yeast TOR pathway, primary screen, cell-based, multiplex flow cytometry, S. cerevisiae, MLPCN library; AID 2066, 2009; GFP response vs DMSO, % at 10 µM; 3 h; GFP as percent of DMSO wells; 320,000 tested, 0.02% active;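 active = GFP response relative to DMSO above a set limit, near screen average plus 3 SD, cut at about 150% in these data; inconclusive = fewer than 70 cells counted for the yeast strain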;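 note: median GFP channel fluorescence of the gated AGP1 strain per well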
MCL1-BIM inh: inhibitors of MCL1 binding to BIM-BH3, primary screen, biochemical, fluorescence polarization; GST-MCL1 / FITC-Bim-BH3 fluorescence polarization; inhibition, % at 10.9 µM; 320,000 tested, 0.68% active;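 active = inhibition above the mean inhibition of all tested compounds plus 3 SD, set per campaign, cut at about 40% in these data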;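 note: 0% = DMSO wells and 100% = unlabeled Bim-BH3 peptide control; higher means more loss of mP so more displacement of Bim peptide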
Target sequence (Q07820 whole entry, looked up): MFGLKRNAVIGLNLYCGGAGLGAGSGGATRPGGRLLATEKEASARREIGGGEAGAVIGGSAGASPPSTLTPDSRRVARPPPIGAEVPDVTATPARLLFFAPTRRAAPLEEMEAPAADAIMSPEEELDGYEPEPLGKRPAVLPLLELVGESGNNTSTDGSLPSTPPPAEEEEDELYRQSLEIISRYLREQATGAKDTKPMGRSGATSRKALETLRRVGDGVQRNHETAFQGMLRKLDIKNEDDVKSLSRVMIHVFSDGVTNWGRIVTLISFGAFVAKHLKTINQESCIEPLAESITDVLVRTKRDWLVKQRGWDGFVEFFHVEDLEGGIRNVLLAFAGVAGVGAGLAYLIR
Bcl-xL primary: inhibitors of human Bcl-xL, primary screen, biochemical, fluorescence polarization, HTS; Bcl-2-like protein 1 (Homo sapiens), Q07817; GST-Bcl-xL / FITC-Bim BH3 peptide fluorescence polarization; inhibition, % at 10.9 µM; 320,000 tested, 0.7% active; AID 2129, 2009;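 active = inhibition above the mean of all tested compounds plus 3 SD, cutoff set per campaign, cut at about 30% in these data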;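 note: 0% = DMSO wells and 100% = unlabeled Bim-BH3 peptide competitor; inhibitors lower millipolarization by displacing the labeled peptide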
Starred values were filed as active, the others as inactive.

What do the screens show for `CC(C)n1nc(C(=O)OCC(=O)N(C)C2CCS(=O)(=O)C2)c2ccccc2c1=O` (centres undefined)?
Fam108B inh: 0; GLD-1 RNA inh: 0; GRK2 inh: 1; VLA-4 inh: 3; CIT2-GFP yeast: 109; AGP1-GFP MLPCN: 116; MCL1-BIM inh: 0; Bcl-xL primary: 2

What do the screens show for `CC1C=CCC2C(=O)N(c3cc(Cl)ccc3O)C(=O)C12` (centres undefined)?
Fam108B inh: 1; MEX-5 binding: 1.9; GLD-1 RNA inh: 27; GRK2 inh: 1; VLA-4 inh: -21; CIT2-GFP yeast: 90; AGP1-GFP MLPCN: 91; MCL1-BIM inh: 3; Bcl-xL primary: 8

How did COC(CN(C)S(=O)(=O)c1cc2c3c(c1)CCC(=O)N3CCC2)OC do in these assays?
Fam108B inh: 0; MEX-5 binding: -1.2; GLD-1 RNA inh: 4; GRK2 inh: 5; VLA-4 inh: 9; CIT2-GFP yeast: 98; AGP1-GFP MLPCN: 103; MCL1-BIM inh: -1; Bcl-xL primary: 3

Results for CC1Oc2ccccc2N(CC(=O)N2CCCCCC2)C1=O (centres undefined) ?
Fam108B inh: 0; MEX-5 binding: 1.3; GLD-1 RNA inh: 8; GRK2 inh: 0; VLA-4 inh: -2; CIT2-GFP yeast: 100; AGP1-GFP MLPCN: 95; MCL1-BIM inh: 0; Bcl-xL primary: 2

What do the screens show for `Cc1cc(-c2ccc(C)c(S(=O)(=O)NCC3CCN(Cc4cccc(F)c4)CC3)c2)on1`?
Fam108B inh: 0; MEX-5 binding: -0.5; GLD-1 RNA inh: 0; GRK2 inh: 0; VLA-4 inh: 0; CIT2-GFP yeast: 94; AGP1-GFP MLPCN: 99; MCL1-BIM inh: 7; Bcl-xL primary: 1

What do the screens show for `COc1ccccc1/C=N/OC(=O)c1ccc(C)cc1`?
Fam108B inh: -1; MEX-5 binding: 0.3; GLD-1 RNA inh: 3; GRK2 inh: 0; VLA-4 inh: -1; CIT2-GFP yeast: 106; AGP1-GFP MLPCN: 104; MCL1-BIM inh: 6; Bcl-xL primary: 4

How did CCOc1ccc(NC(=O)CSc2nnc(Cn3cnc([N+](=O)[O-])n3)n2C)cc1 do in these assays?
Fam108B inh: 0; MEX-5 binding: -0.2; GLD-1 RNA inh: -2; GRK2 inh: 2; VLA-4 inh: -1; CIT2-GFP yeast: 105; AGP1-GFP MLPCN: 97; MCL1-BIM inh: 7; Bcl-xL primary: 7

How did CC(C)(C)C(=O)OCc1cn(-c2ccc(Cl)cc2)nn1 do in these assays?
Fam108B inh: 3; MEX-5 binding: 1.2; GLD-1 RNA inh: 2; GRK2 inh: 0; VLA-4 inh: -8; CIT2-GFP yeast: inconclusive; AGP1-GFP MLPCN: inconclusive; MCL1-BIM inh: 5; Bcl-xL primary: 3

How did CCn1nnnc1SCC(=O)Nc1nc(-c2cccs2)cs1 do in these assays?
Fam108B inh: -2; MEX-5 binding: -0.6; GLD-1 RNA inh: 0; GRK2 inh: 0; VLA-4 inh: -5; CIT2-GFP yeast: 83; AGP1-GFP MLPCN: 88; MCL1-BIM inh: 1; Bcl-xL primary: 1

Results for O=C(CN1CCN(c2ccccc2)CC1)c1c[nH]c2ccccc12 ?
Fam108B inh: -2; MEX-5 binding: -6.5; GLD-1 RNA inh: -4; GRK2 inh: 0; VLA-4 inh: -15; CIT2-GFP yeast: 105; AGP1-GFP MLPCN: 101; MCL1-BIM inh: 1; Bcl-xL primary: 1

What do the screens show for `CCC(C)(C)NC(=O)c1cccc(NC(=O)C(C)C)c1`?
Fam108B inh: 2; MEX-5 binding: -2.7; GLD-1 RNA inh: -1; GRK2 inh: 0; VLA-4 inh: 3; CIT2-GFP yeast: 95; AGP1-GFP MLPCN: 103; MCL1-BIM inh: 2; Bcl-xL primary: 2

Results for C=CCN1c2ccccc2C(=O)CS1(=O)=O ?
GLD-1 RNA inh: -2; GRK2 inh: 5; VLA-4 inh: -14; CIT2-GFP yeast: 98; AGP1-GFP MLPCN: 97; MCL1-BIM inh: 8; Bcl-xL primary: 6

Some of these compounds in order of molecular weight, lowest first.
What do the screens show for `COc1ccccc1/C=N/OC(=O)c1ccc(C)cc1`?
Fam108B inh: -1; MEX-5 binding: 0.3; GLD-1 RNA inh: 3; GRK2 inh: 0; VLA-4 inh: -1; CIT2-GFP yeast: 106; AGP1-GFP MLPCN: 104; MCL1-BIM inh: 6; Bcl-xL primary: 4

What do the screens show for `CC1C=CCC2C(=O)N(c3cc(Cl)ccc3O)C(=O)C12` (centres undefined)?
Fam108B inh: 1; MEX-5 binding: 1.9; GLD-1 RNA inh: 27; GRK2 inh: 1; VLA-4 inh: -21; CIT2-GFP yeast: 90; AGP1-GFP MLPCN: 91; MCL1-BIM inh: 3; Bcl-xL primary: 8

How did COC(CN(C)S(=O)(=O)c1cc2c3c(c1)CCC(=O)N3CCC2)OC do in these assays?
Fam108B inh: 0; MEX-5 binding: -1.2; GLD-1 RNA inh: 4; GRK2 inh: 5; VLA-4 inh: 9; CIT2-GFP yeast: 98; AGP1-GFP MLPCN: 103; MCL1-BIM inh: -1; Bcl-xL primary: 3

What do the screens show for `CC(C)n1nc(C(=O)OCC(=O)N(C)C2CCS(=O)(=O)C2)c2ccccc2c1=O` (centres undefined)?
Fam108B inh: 0; GLD-1 RNA inh: 0; GRK2 inh: 1; VLA-4 inh: 3; CIT2-GFP yeast: 109; AGP1-GFP MLPCN: 116; MCL1-BIM inh: 0; Bcl-xL primary: 2

Remaining list, next part.
What do the screens show for `Cc1ccc(N2C(=O)Nc3ccc(Br)cc3C2(O)C(=O)NCCN(C)C)cc1C` (centres undefined)?
Fam108B inh: -1; MEX-5 binding: 3.3; GLD-1 RNA inh: 1; GRK2 inh: 11; VLA-4 inh: 6; CIT2-GFP yeast: 98; AGP1-GFP MLPCN: 92; MCL1-BIM inh: 4; Bcl-xL primary: -2

How did CCC(=O)c1ccc(OCCSc2ncccn2)cc1 do in these assays?
Fam108B inh: -1; MEX-5 binding: -3.3; GLD-1 RNA inh: -1; GRK2 inh: 0; VLA-4 inh: -21; CIT2-GFP yeast: 83; AGP1-GFP MLPCN: 90; MCL1-BIM inh: 13; Bcl-xL primary: 8

How did O=C(CSc1nnc(-c2ccc(O)cc2)o1)Nc1cccc(O)c1 do in these assays?
Fam108B inh: -2; MEX-5 binding: 1.1; GLD-1 RNA inh: 0; GRK2 inh: 2; VLA-4 inh: -14; CIT2-GFP yeast: 95; AGP1-GFP MLPCN: 96; MCL1-BIM inh: -4; Bcl-xL primary: 2

Results for COc1ccc(-c2cc(=O)oc3cc(OCC(=O)NCC(O)c4ccccc4)ccc23)cc1 (centres undefined) ?
Fam108B inh: -1; MEX-5 binding: -2.6; GLD-1 RNA inh: 1; GRK2 inh: 0; VLA-4 inh: 25; CIT2-GFP yeast: 93; AGP1-GFP MLPCN: 96; MCL1-BIM inh: 8; Bcl-xL primary: 4

How did CN(CCCN1CCOCC1)C(=O)c1cc(COc2cccc(C(F)(F)F)c2)on1 do in these assays?
Fam108B inh: -4; MEX-5 binding: 0.1; GLD-1 RNA inh: 1; GRK2 inh: 0; VLA-4 inh: -4; CIT2-GFP yeast: 98; AGP1-GFP MLPCN: 101; MCL1-BIM inh: -8; Bcl-xL primary: -1

How did c1ccc(-c2nnc(-c3ccccc3)o2)cc1 do in these assays?
Fam108B inh: 0; GLD-1 RNA inh: 1; GRK2 inh: 1; VLA-4 inh: -6; CIT2-GFP yeast: 111; AGP1-GFP MLPCN: 97; MCL1-BIM inh: 1; Bcl-xL primary: 5

Results for CCOc1ccc(/C=C/C(O)=C2/C(=O)NC3(C)CC2c2ccccc2O3)cc1OC (centres undefined) ?
Fam108B inh: -2; MEX-5 binding: -1.6; GLD-1 RNA inh: 5; GRK2 inh: 25; VLA-4 inh: 1; CIT2-GFP yeast: 91; AGP1-GFP MLPCN: 105; MCL1-BIM inh: -5; Bcl-xL primary: 3

Results for O=C(N/N=C/c1ccccn1)c1ccc(NC(=O)c2ccc(F)cc2)cc1 ?
Fam108B inh: -3; MEX-5 binding: -1.7; GLD-1 RNA inh: 1; GRK2 inh: 0; VLA-4 inh: -4; CIT2-GFP yeast: 88; AGP1-GFP MLPCN: 92; MCL1-BIM inh: 8; Bcl-xL primary: -3

Results for CSC1=NCCN1C(=O)COc1ccccc1 ?
Fam108B inh: 3; MEX-5 binding: 0.4; GLD-1 RNA inh: 4; GRK2 inh: 0; VLA-4 inh: -7; CIT2-GFP yeast: 97; AGP1-GFP MLPCN: 103; MCL1-BIM inh: 0; Bcl-xL primary: 4

How did CN(C(=O)CSc1nnc(-c2ccccc2)o1)c1c(N)n(Cc2ccccc2)c(=O)[nH]c1=O do in these assays?
Fam108B inh: -5; MEX-5 binding: 0.5; GLD-1 RNA inh: -3; GRK2 inh: 5; VLA-4 inh: 8; CIT2-GFP yeast: 105; AGP1-GFP MLPCN: 99; MCL1-BIM inh: 0; Bcl-xL primary: -5

What do the screens show for `CCOC(=O)c1c(S(=O)(=O)NCC2CCN(CCc3cccs3)CC2)c(C)n(C)c1C`?
Fam108B inh: -4; MEX-5 binding: -0.6; GLD-1 RNA inh: -9; GRK2 inh: 0; VLA-4 inh: 0; CIT2-GFP yeast: 103; AGP1-GFP MLPCN: 99; MCL1-BIM inh: 0; Bcl-xL primary: 4

How did O=C1C=C(c2cccc(Cl)c2O)C[C@@H](c2ccc3c(c2)OCO3)C1 do in these assays?
GLD-1 RNA inh: -1; GRK2 inh: 0; VLA-4 inh: -21; CIT2-GFP yeast: 99; AGP1-GFP MLPCN: 96; MCL1-BIM inh: 2; Bcl-xL primary: 2

How did O=C(Nc1ccc([N+](=O)[O-])cc1)N1CCN(C(=O)C2CCCO2)CC1 (centres undefined) do in these assays?
Fam108B inh: 1; MEX-5 binding: 1.0; GLD-1 RNA inh: 5; GRK2 inh: 0; VLA-4 inh: -1; CIT2-GFP yeast: 92; AGP1-GFP MLPCN: 88; MCL1-BIM inh: -5; Bcl-xL primary: 0

What do the screens show for `CCOc1ccccc1C(=O)NC(C(=O)N(C)Cc1ccc2c(c1)OCO2)C(C)C` (centres undefined)?
GLD-1 RNA inh: 3; GRK2 inh: 0; VLA-4 inh: -6; CIT2-GFP yeast: 102; AGP1-GFP MLPCN: 106; MCL1-BIM inh: -8; Bcl-xL primary: -10

What do the screens show for `CC(=O)Nc1ccc(S(=O)(=O)NC2CC2)cc1`?
Fam108B inh: -6; MEX-5 binding: -0.7; GLD-1 RNA inh: -1; GRK2 inh: 0; VLA-4 inh: 8; CIT2-GFP yeast: 107; AGP1-GFP MLPCN: 103; MCL1-BIM inh: 5; Bcl-xL primary: 2

Screening data deposited in PubChem BioAssay by several laboratories.
